UTI89 phage lysis: inhibition of K1F phage lysis, E. coli UTI89, bacterial capsule biogenesis inhibitors, alamar blue (AID 488966) | inhibition, % at 100 µM, or IC50 in µM where a hit was titrated | 340,000 tested, 0.02% active | E. coli UTI89 K1F phage lysis, alamar blue, 2 h; higher % means a stronger effect;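 active = phage lysis inhibition, versus mean bacterial control, above a set limit; inconclusive = no clear call, values can overlap the other calls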;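 note: capsule biogenesis inhibitors block K1F phage lysis so surviving cells raise fluorescence; higher fluorescence means more inhibition of phage lysis; actives were called in the ten point dose series up to 300 µM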
AID2073: disruptors of CaV2.2 binding to Mint1 – biochemical, HTRF (AID 2073); HTRF protein-protein interaction, Mint1-CaV2.2; higher % means a stronger effect; one-dose inhibition, % at 20 µM; IC50 in µM for titrated hits; 290,000 tested, 0.19% active; in the data active = inhibition mostly above about 51%, no sharp cut-off; inconclusive = no clear call, values can overlap the other calls; inactive = mostly below about 53%; note: some results filed as inactive read as strong as hits
NTR1 agonist: NTR1-driven beta-arrestin-GFP spot formation – imaging, U2OS cells, high content, primary screen (AID 493036). P30989. activation, % at 20 µM. 330,000 tested, 0.17% active. agonist mode;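 active = activation at or above 40% of the spot to cytoplasm intensity ratio, with at least 20 cells analyzed; inconclusive = wells under 20 cells, flagged as cytotoxic or low count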;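 note: 0% = DMSO without peptide and 100% = 100 nM NTR1 peptide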
Target sequence (P30989 whole entry, looked up): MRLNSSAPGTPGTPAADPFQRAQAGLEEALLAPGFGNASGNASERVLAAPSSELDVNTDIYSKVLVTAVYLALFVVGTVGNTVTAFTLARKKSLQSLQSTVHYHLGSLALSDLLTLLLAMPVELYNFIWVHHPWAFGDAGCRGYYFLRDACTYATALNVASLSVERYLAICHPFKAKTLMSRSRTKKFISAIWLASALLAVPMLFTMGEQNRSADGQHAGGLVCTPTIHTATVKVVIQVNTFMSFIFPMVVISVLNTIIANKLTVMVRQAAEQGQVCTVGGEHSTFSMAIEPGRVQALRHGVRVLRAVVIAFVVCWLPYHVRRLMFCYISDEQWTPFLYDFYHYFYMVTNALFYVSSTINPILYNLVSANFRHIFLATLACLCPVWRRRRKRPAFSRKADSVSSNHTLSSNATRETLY
GPR55 LPI antagonism: inhibition of LPI-stimulated GPR55 beta-arrestin translocation – imaging, U2OS, beta-arrestin-GFP, LPI agonist, primary screen (AID 2013); U2OS GPR55 beta-arrestin-GFP translocation imaging, LPI antagonism; higher % means a stronger effect; inhibition, % at 10 µM, or IC50 in µM where a hit was titrated; 290,000 tested, 0.13% active;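 active = spots per cell inhibited over 60%, with over 100 cells counted and total cytoplasm intensity under 500,000; inconclusive = wells with under 100 cells, flagged as likely toxic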;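 note: U2OS cells stably carrying GPR55 and arrestin-GFP stimulated by 5 µM LPI near EC80; imaged beta-arrestin-GFP aggregate spots per cell after agonist stimulation; plate controls were LPI-stimulated DMSO wells for no effect and DMSO wells without LPI for full effect; some results filed as inactive read as strong as hits; confirmed hits need IC50 under 10 µM and bright autofluorescent wells are also inconclusive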
NS5 inhibitors: Dengue-2 NS5 methyltransferase inhibitors, primary screen, biochemical, confirmation dose response (AID 588689) | Dengue-2 NS5 methyltransferase capping enzyme assay, biochemical; higher % means a stronger effect | inhibition, % at 25 µM; hits with a dose series show IC50 in µM | 340,000 tested, 0.3% active; in the data active = a potency from the dose series; inconclusive = inhibition above about 29% without an active follow-up result
GPR35 antagonists: inhibition of zaprinast-stimulated GPR35 beta-arrestin translocation – imaging, U2OS, beta-arrestin-GFP, zaprinast agonist, primary screen (AID 2058); U2OS GPR35 beta-arrestin-GFP translocation imaging, zaprinast antagonism; higher % means a stronger effect; one-dose inhibition, % at 10 µM; IC50 in µM for titrated hits; 290,000 tested, 0.052% active;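 active = inhibition of at least 50% with at least 30 cells and total cytoplasm GFP at most 10,000,000; inconclusive = under 30 cells or total GFP of 10,000,000 plus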
GPR55 beta-arrestin: GPR55 agonists via beta-arrestin recruitment, primary screen, imaging, U2OS cells, beta-arrestin-GFP redistribution (AID 1961); U2OS GPR55 beta-arrestin-GFP redistribution imaging; higher % means a stronger effect; activation, % at 10 µM, or EC50 in µM where a hit was titrated; 290,000 tested, 0.048% active;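 active = activation above 40% with more than 50 cells counted in the well; inconclusive = wells holding fewer than 50 cells, flagged as toxic or sparse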;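 note: U2OS osteosarcoma cells stably expressing GPR55 and beta-arrestin-GFP; plate controls were DMSO negative control for no effect and LPI positive control for full effect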
HIV fusion peptide: cell-free HIV fusion peptide-binding blockers – biochemical, uHTS, fluorescence dequenching, primary screen (AID 1986) | cell-free peptide binding, fluorescence dequenching, 30 min; higher % means a stronger effect | inhibition, % at 20 µM, or IC50 in µM where a hit was titrated | 290,000 tested, 0.3% active; in the data active = inhibition mostly above about 52%, no sharp cut-off; inactive = mostly below about 76%; note: some results filed as inactive read as strong as hits
SIAH1 antagonists: Siah-1 peptide-binding antagonists, primary screen, biochemical, fluorescence polarization, rhodamine-plectin, uHTS (AID 1817); Siah-1 / rhodamine-plectin peptide fluorescence polarization; higher % means a stronger effect; displacement, % at 20 µM, or IC50 in µM where a hit was titrated; 290,000 tested, 0.02% active;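 active = displacement of at least 50% at 20 µM, with a fluorescence ratio check between 0.3 and a set limit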;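 note: plate controls were Siah plus tracer with DMSO for no effect and tracer alone without Siah for full effect; strong numbers were not always called active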
NTR1 agonist cell count 20 µM: recorded beside NTR1 agonist, whose call it bears; cell count; measured here: cell count, cytotoxicity flag
NS5 inhibitors pilot replicate: recorded beside NS5 inhibitors, whose call it bears; inhibition, %; measured here: pilot screen replicate inhibition
* = called active by the depositor; ? = inconclusive; . = not tested or not shown; & = joins results of further samples; [ ] = remark or other dose.

SMILES | UTI89 phage lysis | AID2073 | NTR1 agonist | NTR1 agonist cell count 20 µM | GPR55 LPI antagonism | NS5 inhibitors | GPR35 antagonists | GPR55 beta-arrestin | HIV fusion peptide | SIAH1 antagonists | others
CC(=O)O[C@]1(c2ccccc2)CCN(C)[C@H]2CCCC[C@@H]21 | 0.6% | 2% | 1.2 | 90 | 6% | 0% | -1% | -0.2% | -1.2% | -4%
Cc1sc2nc(COC(=O)Cc3ccccc3)[nH]c(=O)c2c1C | -0.1% | 8% | -0.5 | 78 | 19% | -5% | -1% | -0.1% | 1.6% | 1%
C[C@]12CC[C@@H]3c4ccc(O)c(O)c4CC[C@H]3[C@@H]1CC[C@@H]2O | 5.1% | 34% | 3.3 | 66 | 7% | -1% | -6% | -0.5% | 3.3% | -2%
CC/C(=N\NC(=S)Nc1ccccc1)c1c(O)[nH]c(=O)[nH]c1=O | 0.3% | -13% | 1.9 | 60 | 16% | 16% | 0% | 0.0% | 1.8% | 0%
Cc1ccsc1C(=O)C1CCCN(Cc2ccc(-n3cccn3)cc2)C1 (configuration not stated) | 2.1%[50 µM] | 2% | 0.5 | 75 | 11% | 4% | -8% | -0.1% | 2.7% | 1%
COc1ccccc1CCNCc1ccc(OC)c(OC)c1OC | 0.4% | -5% | -0.9 | 47 | -4% | 1% | 0% | -0.1% | 0.7% | 0%
C=CCC1C(=O)NC(=S)NC1=O | 0.2% | 29% | -0.8 | 102 | 12% | 15% | 0% | 0.6% | 9.2% | 6%
O=C(Cc1ccc(Cl)c(Cl)c1)NCC1(N2CCOCC2)CCCCC1 | 0.6% | -7% | -0.1 | 37 | -9% | -6% | 3% | 0.1% | -1.1% | -2%
CCOC(=O)C1CCN(C=C2C(=O)N(C)C(=S)N(C)C2=O)CC1 | 1.6%[50 µM] | -10% | 0.6 | 34 | 8% | -3% | -4% | -0.2% | 4.7% | 4%
c1cncc(CNC2=NCCCCC2)c1 | 0.5% | 14% | -0.5 | 91 | 7% | 2% | -3% | 0.8% | -1.6% | -4%
CC(NC(C)(C)C)C(=O)c1cccc(Cl)c1 (configuration not stated) | 2.9% | 7% | 1.6&1.6 | 56&64 | 4% | 3% | 6% | -0.1% | 0.3% | -5%
O=C(Nc1ccc(Cl)cc1C(=O)c1ccccc1)c1ccc(Br)o1 | 1.5% | 8% | -1.3 | 91 | -11% | -1% | 2% | -0.1% | -1.1% | -8%
C/C=C(\C)C(=O)N[C@@H](c1ccccc1)[C@@H](O)C(=O)O[C@H]1C[C@@]2(O)[C@@H](OC(=O)c3ccccc3)C3[C@](C)(C(=O)[C@H](OC(C)=O)C(=C1C)C2(C)C)[C@H](O)C[C@H]1OC[C@@]31OC(C)=O (some centres not stated) | 2.4% | 19% | 1.5 | 98 | -7% | -4% | -3% | -0.1% | 0.5% | -4%
CC(=O)C1C2c3ccccc3OC1(C)N=c1s/c(=C/c3cn(C)nc3C)c(=O)n12 (configuration not stated) | -1.1% | 1% | 0.1 | 41 | 12% | -2% | 14% | -0.1% | -1.3% | -3%
C=CCn1c(O)c(/C=N/N2CCCCC2c2cccnc2)c(=O)[nH]c1=S (configuration not stated) | 3.6% | -11% | 0.8 | 54 | 3% | -4% | -16% | 0.1% | 2.4% | 8%
CCc1cc(=O)oc2cc(OCC(=O)N3C[C@H]4C[C@@H](C3)c3cccc(=O)n3C4)ccc12 | 3.3% | 6% | -0.9 | 101 | 1% | 1% | 14% | -0.1% | 0.5% | 0%
Cn1c(O)c(C(=Nc2ccc(F)cc2)c2ccccc2)c(=O)n(C)c1=O | -1.5% | -2% | -1.3 | 56 | 15% | -2% | 2% | 0.7% | 4.0% | 14%
CC(=O)OC(C)(C)/C=C/C(=O)[C@](C)(O)[C@H]1[C@H](O)C[C@@]2(C)[C@@H]3CC=C4[C@H](C[C@H](O)C(=O)C4(C)C)[C@]3(C)C(=O)C[C@]12C | 1.8% | 1% | . | . | 56% | -6% | -18% | 0.9% | 1.0% | 2%
CCOC(=O)N(C)c1ccc(C(O)(C(=O)OC)C(F)(F)F)cc1 (configuration not stated) | 0.8% | 8% | -1.0 | 58 | 0% | -2% | -14% | 0.2% | 0.7% | 0%
CN(C)CCNC(=O)c1cccn(Cc2cccc(C(F)(F)F)c2)c1=O | . | 0% | 0.1 | 40 | 9% | . | 8% | -0.3% | -0.8% | 8%
COc1ccc(NC(=O)c2cn(CCC#N)nc2-c2cccc([N+](=O)[O-])c2)cc1 | 0.1% | 5% | 1.3 | 52 | -7% | 2% | 0% | -0.1% | -1.1% | -4%
COc1ccccc1-n1c(O)c(C=NC2CC2)c(=O)[nH]c1=O | 0.1% | 4% | 3.2 | 69 | -10% | -13% | 2% | -0.1% | -0.1% | 1% | NS5 inhibitors pilot replicate=-2.7
CC(C)CN1CCN(Cc2ccc(C(F)(F)F)cc2)CC1CCO (configuration not stated) | 0.5% | 37% | -1.0 | 66 | 9% | -4% | 2% | -0.2% | 0.7% | 5%
C/C(=N\NC(=O)c1ccccc1)c1c(O)n(Cc2ccccc2)c(=O)[nH]c1=O | . | 14% | -0.9 | 40 | -12% | . | 8% | -0.3% | 3.4% | -4%
O=C1NC(=O)C(CCc2ccncc2)(CCc2ccncc2)C(=O)N1CCc1ccccc1 | 1.7% | -3% | 1.3 | 27 | -6% | -5% | 10% | 0.1% | 0.2% | 12%
Remaining list, next part.
SMILES | UTI89 phage lysis | AID2073 | NTR1 agonist | NTR1 agonist cell count 20 µM | GPR55 LPI antagonism | NS5 inhibitors | GPR35 antagonists | GPR55 beta-arrestin | HIV fusion peptide | SIAH1 antagonists | others
COc1ccc(N2C(=O)NC(=O)/C(=C\c3ccccc3[N+](=O)[O-])C2=O)cc1 | 0.3% | 30% | 0.6 | 59 | 3% | 32µM* | 12% | 0.3% | 5.1% | 8%
FC(F)(F)c1ccc2c(c1)nnn2C1CCN(Cc2nnnn2Cc2ccccc2)CC1 | 0.0% | -8% | -1.4 | 81 | -7% | -2% | -3% | -0.1% | -1.9% | 4%
Cc1ccc2[nH]c(=S)n(-c3cccnc3)c(=O)c2c1 | . | -24% | 1.0 | 51 | 8% | . | 4% | 0.7% | -2.2% | 4%
Cc1ccccc1NC(=O)c1cc(-c2ccccc2)n(CCCN2CCOCC2)c1C | . | -7% | -0.7 | 41 | 0% | . | 15% | 0.1% | -1.5% | 2%
O=C(c1ccc(CNS(=O)(=O)c2ccc(Br)cc2)cc1)N1CCC2(CC1)OCCO2 | -0.2% | 2% | 4.6 | 27 | 8% | -1% | 11% | 0.0% | -0.8% | 0%
CC1(C)C(=O)CC[C@]2(C)C3C(=O)C=C4[C@H]5C[C@@](C)(C(=O)O)CC[C@]5(C)CC[C@]4(C)[C@]3(C)CC[C@@H]12 (some centres not stated) | 1.4% | 5% | -5.1 | 107 | 6% | 7% | 3% | -0.1% | 11% | 15%
CC1CN(c2cc([N+](=O)[O-])ccc2Cl)CC(C)N1 (configuration not stated) | 0.1% | 11% | 0.2 | 87 | 2% | -4% | 14% | 0.1% | 0.4% | -4%
C=C1C[C@]2(O)[C@@]3(C)CCC(=O)C(C)(C)C3=C(O)C(=O)[C@@]2(C)[C@@H]2C(=O)O[C@@](C)(C(=O)OC)C(=O)[C@@]12C | -1.4% | 16% | 0.3 | 72 | 10% | -1% | -8% | 0.1% | 7.3% | -2%
C/C(=N\N1CCCCC1)c1c(O)[nH]c(=O)[nH]c1=O | -0.8% | -3% | 2.0 | 45 | -23% | -1% | 19% | 0.3% | -2.3% | 0%
COc1cc(/C=C2\C(=O)NC(=O)N(c3ccc(C)cc3)C2=O)cc(OC)c1O | -0.1% | 20% | 0.6 | 68 | -7% | 21% | -4% | -0.6% | 24% | 4%
CCn1c(C)c(C(=O)O)c2cc(OC)ccc21 | 0.2% | 8% | -0.8 | 43 | 4% | 4% | -4% | -0.2% | -0.7% | -6%
NCCCN1CCN(c2ccccc2)CC1 | 0.9%[50 µM] | 9% | 0.6 | 70 | -4% | -5% | 7% | 0.3% | -0.8% | -4%
Cc1cccc(CN(C)C)c1OC(=O)N(C)C | 0.6% | 3% | -2.4 | 102 | 13% | -8% | -4% | 0.2% | -0.1% | -3%
COc1ccc(-c2nn(CCC#N)cc2C(=O)Nc2ccc(C(C)=O)cc2)cc1[N+](=O)[O-] | -0.7% | -2% | 0.1 | 53 | -10% | . | -1% | 0.4% | -1.5% | 6%
CCC(=O)CC(c1ccc([N+](=O)[O-])cc1)c1c(O)c2ccccc2oc1=O (configuration not stated) | 0.5% | -6% | 0.2 | 82 | -3% | -6% | 10% | -0.1% | -4.8% | 5%
CCOC(=O)C1CCCN(c2ccc([N+](=O)[O-])c3nonc23)C1 (configuration not stated) | 0.5% | 28% | . | . | 5% | ? | 4% | -0.5% | 141% | 2%
COc1ccccc1-n1c(O)c(/C=N/NC(=S)Nc2ccccc2)c(=O)[nH]c1=S | . | -25% | 0.7 | 54 | -4% | . | 0% | -0.1% | 3.4% | 3%
COc1cc(CN2CCN(c3cc(C)ccc3C)CC2)ccc1O | 1.2% | 3% | 0.4 | 42 | -4% | -2% | 4% | -0.1% | -0.4% | -2%
Cc1cc(=O)oc2c(C)c(OCC(=O)N3CCN(Cc4ccc5c(c4)OCO5)CC3)ccc12 | 0.0% | 10% | -0.3 | 46 | 2% | -9% | -1% | -0.1% | 0.6% | 5%
OC(CN1CCC(c2c[nH]c3ccccc23)CC1)C(F)(F)F (configuration not stated) | 0.2% | 6% | 0.8 | 76 | 14% | -5% | 6% | 0.0% | -1.4% | 4%
CC(=O)c1ccc2c(c1)C1C(Cl)C(Sc3ccccc3[N+](=O)[O-])CC1C(C(=O)O)N2 (configuration not stated) | 1.2%[50 µM] | 56% | . | . | 21% | 12% | 30% | 0.3% | 54% | 63%
Cc1ccc(Cn2nnnc2CN2CCC(n3nnc4cc(C)ccc43)CC2)cc1 | -0.9% | -8% | -2.5 | 81 | -10% | -4% | -12% | -0.1% | 2.9% | -1%
C=CCn1c(O)c(C(C)=NCCN2CCCCC2)c(=O)[nH]c1=O | -0.1% | 1% | -2.6 | 108 | -2% | -2% | 6% | -0.1% | 1.3% | 2%
O=P1(Oc2ccccc2)CC=C[C@H](COCc2ccccc2)O1 (some centres not stated) | 0.2% | -1% | 3.7 | 47 | 0% | -8% | 8% | 0.0% | -0.8% | 2%

An excerpt; rates above refer to the full screens.
